PI4K2A block – qHTS for small molecular inhibitors of PI4K2A; Phosphatidylinositol 4-kinase type 2-alpha (Homo sapiens), Q9BTU6; purified PI4K2A, ADP-Glo luminescence, 1 h; active compounds read low; activity change, negative = inhibition, % at 76.9 µM; 420,000 compounds, 0.13% hits; AID 1346378, 2018; in the data active means activity change below about -50%; inconclusive means mostly about -30% to -49%;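 further: -100% = wells without enzyme as full effect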
Target sequence (Q9BTU6 whole entry, looked up): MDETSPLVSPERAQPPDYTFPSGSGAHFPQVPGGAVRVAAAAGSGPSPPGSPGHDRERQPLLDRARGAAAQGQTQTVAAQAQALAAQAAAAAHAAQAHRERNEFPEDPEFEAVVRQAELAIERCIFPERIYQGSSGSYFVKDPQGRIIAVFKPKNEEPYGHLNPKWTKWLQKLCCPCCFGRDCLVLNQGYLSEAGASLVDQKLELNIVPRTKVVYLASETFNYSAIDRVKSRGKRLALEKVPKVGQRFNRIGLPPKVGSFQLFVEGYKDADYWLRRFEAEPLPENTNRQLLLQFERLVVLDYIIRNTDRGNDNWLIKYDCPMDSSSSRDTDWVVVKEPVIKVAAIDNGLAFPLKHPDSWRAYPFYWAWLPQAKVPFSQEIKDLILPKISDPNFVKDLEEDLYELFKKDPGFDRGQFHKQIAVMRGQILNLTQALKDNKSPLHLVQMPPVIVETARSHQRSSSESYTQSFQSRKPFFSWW
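ADP-Glo luminescence measured ADP generated by PI4K2A enzyme (4 ug/mL before mixing) with 1.2 mM PI substrate (pre-mix) and 300 microM ATP (pre-mix). Tris pH7.5 buffer with MgCl2, Triton X-100; 1 h reaction at ambient temperature.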
POLH inh – qHTS for Inhibitors of Polymerase Eta; DNA polymerase eta (Homo sapiens), Q9Y253; recombinant Pol eta, fluorescent DNA replication assay; Potency, µM (series often up to 114 µM), inactives show at the highest dose activity change, negative = inhibition, most hits filed as inhibitors; 390,000 compounds, 1.2% hits; further: potency means the concentration at half of the fitted maximal effect; on the % scale 0 is the no-effect control and ±100 the full control effect
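Pol eta at 10 nM preincubated with compounds 15 min at room temperature; reaction started with fluorescent substrate (50 nM final) and read kinetically at 0 and 10 min.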
HP1b chromo inh – HTS for Inhibitors of HP1-beta Chromodomain Interactions with Methylated Histone Tails | Potency, µM (highest dose often 114 µM), without a hit: top-dose activity change, negative = inhibition, usual class: inhibitors | AID 540317, 2011 | Chromobox protein homolog 1 (Homo sapiens), P83916 | 390,000 compounds, 0.56% hits | AlphaScreen HP1-beta / biotin-H3K9me3 peptide binding; further: potency means the concentration at half of the fitted maximal effect; nearly all actives have a fitted effect of over 70% in size; inactives centre near 23
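AlphaScreen: HP1-beta (50 nM) preformed 30 min with biotin-H3(1-18)K9me3 peptide (50 nM) in PBS pH 7.4, 0.01% Tween-20. Compound added for 30 min at RT, then streptavidin donor/nickel chelate acceptor beads (10 ug/mL) for 30 min.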
G9a block – qHTS Assay for Inhibitors of Histone Lysine Methyltransferase G9a | Histone-lysine N-methyltransferase EHMT2 (Homo sapiens), Q96KQ7 | G9a H3K9 monomethylation, AlphaScreen, 2 h | Potency, µM (top dose mostly 102 µM), for the others: at the highest dose activity, negative = inhibition, most hits filed as inhibitors | 350,000 compounds, 8.8% hits | AID 504332, 2011; further: potency means the concentration at half of the fitted maximal effect; on the % scale 0 is the no-effect control and ±100 the full control effect; nearly all actives have a fitted effect of over 75% in size
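Compounds were preincubated with 20 nM G9a for 15 min, after which biotinylated H3K9 peptide (500 nM) and SAM (20 uM) started a 2 h room-temperature reaction. Monomethylated product was quantified by antibody-based AlphaScreen chemiluminescence.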
JMJD2A Tudor – qHTS Assay for Inhibitors of JMJD2A-Tudor Domain; Lysine-specific demethylase 4A (Homo sapiens), O75164; AlphaScreen JMJD2A-Tudor / H3K4me3 peptide binding; Potency, µM (doses to about 114 µM), for the others: at the top dose activity change, negative = inhibition, actives largely listed as inhibitors; 390,000 compounds, 4.4% hits; AID 504339, 2011; further: potency means the concentration at half of the fitted maximal effect; on the % scale 0 is the no-effect control and ±100 the full control effect; nearly all actives have a fitted effect of over 50% in size
Pin1 inhibitor – qHTS Assay to Find Inhibitors of Pin1; Pin1 FP peptide displacement, HiFluor488, 10 min; Potency, µM (highest dose often 115 µM), without a hit: at the highest dose activity, negative = inhibition, usual class: inhibitors; 390,000 compounds, 0.009% hits; AID 504891, 2011; active means well fitted inhibition curve with a large enough effect in the polarisation, with a control signal flat, not every such curve was filed as active; inconclusive means small, poorly fitted or top-dose-only effect, or effect the other way, or a change in a side signal; inactive means no such curve, though single readings can be large or run the other way; the % refers to the polarisation; further: potency means the concentration at half of the fitted maximal effect; on the % scale 0 is the no-effect control and ±100 the full control effect
Target sequence (Q13526 whole entry, looked up): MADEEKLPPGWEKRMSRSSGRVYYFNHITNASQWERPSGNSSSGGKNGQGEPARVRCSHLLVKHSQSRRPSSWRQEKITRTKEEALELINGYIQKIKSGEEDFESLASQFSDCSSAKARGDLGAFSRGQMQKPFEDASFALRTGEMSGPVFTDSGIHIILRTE
BAZ2B block – qHTS Assay for Inhibitors of BAZ2B; Potency, µM (series often up to 114 µM), without a hit: at the highest dose activity change, negative = inhibition, most hits filed as inhibitors; 360,000 compounds, 4.4% hits; AlphaScreen BAZ2B-H3K14Ac peptide displacement; further: potency means the concentration at half of the fitted maximal effect; on the % scale 0 is the no-effect control and ±100 the full control effect; nearly all actives have a fitted effect of over 60% in size
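Protein-peptide AlphaScreen: BAZ2B 50 nM, b-H3K14Ac 50 nM, 1x PBS pH 7.4 + 0.01% Tween-20. Preincubation 30 min RT; cpd 30 min RT (top 110 uM); beads 20 min RT, light-protected.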
PGK inhibitor – qHTS Assay to Find Inhibitors of Phosphoglycerate Kinase. Phosphoglycerate kinase, glycosomal (Trypanosoma brucei brucei), P07378. PGK/GAPDH coupled, Kinase-Glo luminescence, 60 min. Potency, µM (top dose mostly 57.5 µM), without a hit: at the highest dose activity change, negative = inhibition, most hits filed as inhibitors. 380,000 compounds, 0.043% hits; further: potency means the concentration at half of the fitted maximal effect; on the % scale 0 is the no-effect control and ±100 the full control effect; nearly all actives have a fitted effect of over 60% in size
Target sequence (P07378 whole entry, looked up): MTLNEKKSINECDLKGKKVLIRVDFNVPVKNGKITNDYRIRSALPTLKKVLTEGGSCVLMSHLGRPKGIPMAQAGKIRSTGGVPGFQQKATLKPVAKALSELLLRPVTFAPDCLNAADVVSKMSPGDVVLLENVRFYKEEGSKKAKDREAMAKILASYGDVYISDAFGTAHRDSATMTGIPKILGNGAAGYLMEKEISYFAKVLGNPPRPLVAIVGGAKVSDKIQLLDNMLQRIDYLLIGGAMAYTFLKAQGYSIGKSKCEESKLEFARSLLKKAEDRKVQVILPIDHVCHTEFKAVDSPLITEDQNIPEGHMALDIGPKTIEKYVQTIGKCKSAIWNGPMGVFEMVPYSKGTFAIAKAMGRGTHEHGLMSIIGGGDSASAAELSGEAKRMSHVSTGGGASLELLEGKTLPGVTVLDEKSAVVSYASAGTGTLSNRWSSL
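Recombinant glycosomal PGK reaction used 1,3-bisphosphoglycerate generated in-well by GAPDH (100nM final) in 100mM TEA pH 7.6, 5mM MgCl2, 0.01% Tween-20. After 60 minutes at room temperature, ATP was read by Kinase-Glo Plus luminescence end-point.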
GLS inhibitor – qHTS for Inhibitors of Glutaminase (GLS); GLS enzymatic activity, qHTS titration; Glutaminase kidney isoform, mitochondrial (Homo sapiens), O94925; AID 624170, 2012; 410,000 compounds, 0.21% hits; Potency, µM (series often up to 45.5 µM), without a hit: at the highest dose activity change, negative = inhibition, usual class: inhibitors; further: potency means the concentration at half of the fitted maximal effect; on the % scale 0 is the no-effect control and ±100 the full control effect
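hKGA in 45 mM KH2PO4 pH 8.2, 0.02% Tween-20 with pin-transferred compounds; 1 mM L-glutamine (stock) plus glutamate oxidase/HRP/Amplex Red coupling added. Fluorescence read initially and after 30 min at RT.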
* hit, by the source's call; i = inactive; u = inconclusive; x = no result given; [ ] = another dose, or the depositor's remark. Unless noted, the call rests on the fitted dose curve; in most records, active means well fitted curve in the direction sought with a large enough effect; inconclusive means small, poorly fitted or top-dose-only effect, or another doubt; inactive means no such curve, though single readings can be large; an effect the other way counts as inactive or inconclusive.

| SMILES | POLH inh | HP1b chromo inh | G9a block | BAZ2B block | JMJD2A Tudor | Pin1 inhibitor | PGK inhibitor | PI4K2A block | GLS inhibitor |
| --- | --- | --- | --- | --- | --- | --- | --- | --- | --- |
| CNc1nc(-c2ccc3c(c2)CCN3C(=O)CC(C)(C)C)c(C)s1 | -9.6% | -12.7% | -1.5% | 9.5% | -33.0% | 12.6% | -7.2% | -3.3 | 1.3% |
| Cc1cc2c(n1-c1ccc(C(=O)NCCc3ccccc3)cc1)CCC(C)C2 (centres undefined) | -13.2% | 9.8% | -27.0%[59 µM] | -13.8% | -18.8% | -1.6% | i | -6.6 | 3.8% |
| Cc1cc2c3ccccc3ncn2n1 | -10.1% | 43.3%[activator] | 14.8% | 2.1% | -2.1% | 0.4% | i | 4.2 | -12.7% |
| CC(=O)c1cccc(OCC(=O)NC2CCCCCC2)c1 | -20.9% | 41.2%[activator] | u | -1.9% | 2.3% | 1.8% | 5.9% | -10.6 | 2.0% |
| NS(=O)(=O)c1cc(C(=O)OCC(=O)Nc2ccc(N3CCCCC3)cc2)ccc1Cl | -9.0% | -10.1% | u | -34.7% | u | -2.6% | -8.4% | -1.2 | 3.2% |
| COc1ccc(NC(=O)c2c(NCc3cccs3)sc3c2CCCCC3)cc1 | -16.2% | -5.2% | 7.94µM* | 39.8µM* | 50.1µM* | u | -4.3% | -7.8 | -4.2% |
| CN(C(=O)Nc1ccc(S(=O)(=O)N(C)C)cc1)C1CCCCC1 | 4.2% | 57.4%[activator] | -30.7%[12.7 µM] | 15.4% | -3.6% | -4.4% | -0.8% | 2.8 | -4.4% |
| Cc1nn(CC(=O)OCC(=O)NC(C)c2ccccc2)c(C)c1[N+](=O)[O-] (centres undefined) | 0.4% | 27.5% | 11.0%[59 µM] | -6.5% | -7.6% | -5.5% | -1.7% | 0.2 | 2.0% |
| C[C@H]1CN(C2CCCCC2)C(=O)[C@@H]1CC(=O)Nc1ccccc1 | -0.7% | x | x | x | x | x | -0.7% | 1.1 | 0.9% |
| CCOCCCNCc1ccc(Cl)cc1 | -16.9% | u | 11.2µM* | 70.8µM* | 1.12µM* | 2.8% | 2.0% | -1.5 | 6.3% |
| COC(=O)COc1ccc(/C=N/NC(=O)CN(c2ccccc2OC)S(=O)(=O)c2ccccc2)cc1 | -10.3% | u | 5.4% | -0.4% | -25.4% | u | -9.2% | 2.3 | 13.0% |
| CC(=O)Nc1ccc(S(=O)(=O)NCCC(=O)OCc2ccccc2F)cc1 | -7.7% | 64.1%[activator] | u | 12.7% | 0.7% | -1.2% | i | -6.4 | -1.7% |
| O=C(Nc1ccccc1C(=O)O)/C(=C/c1ccc([N+](=O)[O-])cc1)NC(=O)c1ccc(Br)o1 | 39.8µM* | -2.6% | 44.7µM* | -25.5% | -30.4%[57.1 µM] | -9.5% | -13.4% | -3.2 | -3.5% |
| CC(C)N1CCN(S(=O)(=O)c2ccccc2)CC1 | 2.9% | u | 22.4µM* | u | 28.2µM* | -3.8% | i | 6.3 | -4.5% |
| O=C(NNC(=O)c1cccc(C(F)(F)F)c1)c1ccncc1 | -15.7% | 14.9% | 25.1µM* | u | -18.0% | 2.3% | -3.9% | 6.7 | 13.2% |
| CCCCn1c(N)c(N(CC)C(=O)CSCC(=O)Nc2ccc(OC)cc2)c(=O)[nH]c1=O | -6.1% | 24.3% | 50.1µM* | 11.8% | 4.3% | -0.2% | i | 0.5 | 6.8% |
| CC1OC(Oc2ccc3ccc(=O)oc3c2-c2c(O)ccc3cc(Oc4ccc5ccc(=O)oc5c4)c(=O)oc23)C(O)C(O)C1O (centres undefined) | -7.5% | -0.6% | 9.0% | -4.8% | -25.7% | 3.1% | -5.6% | 1.2 | 15.2% |
| Cc1ccc(CS(=O)(=O)Cc2ccc(C(=O)NCc3cccs3)o2)cc1 | -13.0% | 14.6% | 7.9%[59 µM] | -8.6% | -7.0% | -9.4% | i | -3.6 | 5.2% |
| CCC(CO)Oc1cc(NCc2ccccc2C(F)(F)F)c2ncn(C(C)C)c2c1 (centres undefined) | u | u | x | x | 44.7µM* | 0.8% | -1.4% | -4.4 | 21.5% |
| CC(=O)Nc1sc2c(c1-c1nc3ccccc3s1)CCN(C(C)C)C2 | u | 94.6%[activator] | -10.4% | -0.7% | 0.0% | u | -5.1% | 2.0 | 6.1% |
| CCCSc1nc(C)c2cc(C)cc(C)c2n1 | -1.7% | 162.2%[activator] | 77.9%[activator][59 µM] | 105.3%[activator] | 68.6%[activator] | u | 2.2% | 0.8 | -5.2% |
| OCC#CCSc1nnc(-c2ccc(Br)cc2)o1 | -8.0% | 17.6% | -10.6% | 1.5% | -5.1% | -2.9% | -1.5% | -2.9 | -2.1% |
| COc1ccc(CC(=O)Nc2cccc(/C(C)=N/NC(=O)c3cccc([N+](=O)[O-])c3)c2)cc1 | -4.6% | 32.6% | 45.0%[12.7 µM] | 2.5% | -15.7% | 16.8% | 4.6% | 14.1 | 10.5% |
| CC(=O)c1cccc(NC(=O)CSc2nnc(C(C)N(C)C)n2Cc2ccccc2)c1 (centres undefined) | -7.0% | 31.4% | u | -38.4% | -17.1% | 1.8% | 2.4% | -6.1 | -1.5% |
| CCN(c1cccc(C(F)(F)F)c1)S(=O)(=O)c1ccc2c(c1)CCN2C(=O)C1CC1 | u | 50.1%[activator] | 2.6%[59 µM] | -5.1% | 10.4% | 2.7% | -5.5% | 4.7 | -5.3% |
| O=C(N/N=C/c1ccc(OC(=O)c2cccc(F)c2)cc1)c1cccnc1 | -9.0% | 19.4% | -8.0% | 1.6% | -12.3% | 23.0% | 3.5% | 0.9 | 0.1% |
| CC(=O)C1=C(c2ccccc2)NC(=O)NC1c1ccccc1OCC(=O)Nc1ccccc1 (centres undefined) | 5.8% | 21.7% | 13.6% | 6.1% | -9.7% | 28.5% | -2.4% | 2.4 | -0.6% |
| O=C(CC(c1ccccc1)c1cc(Br)ccc1O)N1CCCC1 (centres undefined) | -22.4% | 43.5%[activator] | -22.1% | u | -6.9% | 2.9% | -6.8% | 4.1 | 4.1% |
| C=CCn1c(=O)c(C(=O)Nc2cccnc2)c(O)c2ccccc21 | -8.2% | 57.6%[activator] | 19.7%[59 µM] | 21.0% | 11.1% | -2.9% | 1.4% | 9.3 | 6.5% |
| CCCCNC(=O)c1ccc2c(c1)N=C(CC)c1ccccc1S2 | -2.4% | 23.1% | 2.6%[59 µM] | -14.3% | -17.8% | 1.5% | i | 2.0 | -7.9% |
| CC(=O)c1ccc(OC(=O)C2CSC3(C)CCC(=O)N23)cc1 (centres undefined) | 8.91µM* | 43.6%[activator] | 4.5%[12.7 µM] | -10.2% | -6.0% | -11.3% | -16.1% | 2.3 | -6.1% |
| COc1ccc(CCN2C(=NC(=O)CC(C)C)SC3CS(=O)(=O)CC32)cc1OC (centres undefined) | -21.2% | 42.5%[activator] | x | 0.4% | -1.9% | 12.1% | i | -0.3 | -10.0% |
| CC1CC(C)CN(CCCNC(=O)Cn2ncc3c([nH]c4ccccc43)c2=O)C1 (centres undefined) | -0.9% | 31.8% | x | -12.5% | 10.1% | 0.7% | 3.5% | -2.2 | 4.1% |
| Cc1ccc(-n2cnc(=O)c3cccnc32)cc1 | -13.3% | 33.6% | 21.1%[12.7 µM] | 3.1%[57.1 µM] | -6.0% | 6.3% | 2.0% | -0.2 | -0.9% |
| COc1ccc(C(=O)/C=C/Sc2nc3ccccc3o2)cc1 | -14.3% | 44.0%[activator] | u | -5.3% | -11.7% | -6.6% | i | -11.1 | -6.0% |
| CC(C)n1c(N2CCN(CC(=O)NCc3cccs3)CC2)nc2ccccc21 | -11.4% | 69.3%[activator] | u | u | -8.6% | -4.0% | 2.9% | -4.4 | -12.7% |
| O=C(CSc1c2c(nc3ccc(Cl)cc13)CCCC2)N1CCCCC1 | -12.8% | 36.6% | -3.4%[59 µM] | x | -5.7% | 3.3% | -11.4% | 10.4 | 6.5% |
| CC(C)OC(=O)n1c(=S)oc2ccccc21 | -2.0% | 9.8% | u | u | 8.7% | 5.0% | x | 4.4 | 63.1%[activator] |
| CC(C)N(C(=O)CSc1nc(Cc2ccccc2)nc2ccccc12)C(C)C | -10.8% | 32.4% | 15.4%[59 µM] | -1.1% | -1.3% | 0.5% | 1.1% | -1.9 | 11.9% |
| NCCc1nnc(SCc2ccccc2Cl)o1 | -18.1% | 34.4% | x | -7.0% | -10.7% | -2.9% | -2.9% | -7.2 | 0.3% |
| CCN(CC)S(=O)(=O)c1cccc(C(=O)OCC(=O)C23CC4CC(CC(C4)C2)C3)c1 | -4.8% | 27.5% | u | -3.3% | -3.7% | -2.0% | -7.5% | 2.1 | -0.8% |
| O=C(CSc1c(Cl)cccc1Cl)NC1CCCc2ccccc21 (centres undefined) | u | 19.5% | u | u | -23.5% | 6.2% | -7.2% | 4.4 | -13.3% |
| CC1CC(C)CN(C(=O)C(NS(=O)(=O)c2ccc(Br)s2)c2ccccc2)C1 (centres undefined) | -23.7% | 13.6% | -42.6% | -5.2% | -13.0% | 1.2% | -0.4% | 2.6 | 2.1% |

Only part of the results is shown (hit frequency here may not be typical).
